# Bioassay records (PubChem BioAssay)
# STAT1 blocker: reduces IFN-gamma driven STAT1 reporter signal; inhibition, % at 5.5 µM; NIH 3T3 STAT1-luciferase reporter, luminescence; 200,000 tested, 0.35% active;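 active = inhibition above a set limit, the mean inhibition across all tested compounds plus 3 SD, cut at about 34% in these data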;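 also: 0% = IFN-gamma with DMSO and 100% = IFN-gamma with 300 µM nifuroxazide; values of inactives mirror those of a sister screen read the other way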
# STAT3 inh: STAT3 signaling inhibition; 190,000 tested, 0.89% active; AID 862; inhibition, % at 5.5 µM; U3A cells, IL-6 STAT3-luciferase reporter, luminescence; host cell line lacks STAT1;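 active = inhibition above the mean inhibition across all screened compounds plus 3 SD, cut at about 44% in these data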;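 also: 0% = DMSO only wells and 100% = 100 µM nifuroxazide control wells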
# TLR4 MyD88 comp: TLR4-MyD88 interaction inhibition in cells | O00206+Q99836 | HeLa CL3-4 TLR4/MyD88 BLA complementation, FRET ratio | inhibition, % at 8.4 µM | 200,000 tested, 0.18% active | AID 861; in the data active = inhibition above about 25%;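 also: 0% = vehicle and 100% = reference inhibitor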
# Target sequence (O00206 whole entry, looked up): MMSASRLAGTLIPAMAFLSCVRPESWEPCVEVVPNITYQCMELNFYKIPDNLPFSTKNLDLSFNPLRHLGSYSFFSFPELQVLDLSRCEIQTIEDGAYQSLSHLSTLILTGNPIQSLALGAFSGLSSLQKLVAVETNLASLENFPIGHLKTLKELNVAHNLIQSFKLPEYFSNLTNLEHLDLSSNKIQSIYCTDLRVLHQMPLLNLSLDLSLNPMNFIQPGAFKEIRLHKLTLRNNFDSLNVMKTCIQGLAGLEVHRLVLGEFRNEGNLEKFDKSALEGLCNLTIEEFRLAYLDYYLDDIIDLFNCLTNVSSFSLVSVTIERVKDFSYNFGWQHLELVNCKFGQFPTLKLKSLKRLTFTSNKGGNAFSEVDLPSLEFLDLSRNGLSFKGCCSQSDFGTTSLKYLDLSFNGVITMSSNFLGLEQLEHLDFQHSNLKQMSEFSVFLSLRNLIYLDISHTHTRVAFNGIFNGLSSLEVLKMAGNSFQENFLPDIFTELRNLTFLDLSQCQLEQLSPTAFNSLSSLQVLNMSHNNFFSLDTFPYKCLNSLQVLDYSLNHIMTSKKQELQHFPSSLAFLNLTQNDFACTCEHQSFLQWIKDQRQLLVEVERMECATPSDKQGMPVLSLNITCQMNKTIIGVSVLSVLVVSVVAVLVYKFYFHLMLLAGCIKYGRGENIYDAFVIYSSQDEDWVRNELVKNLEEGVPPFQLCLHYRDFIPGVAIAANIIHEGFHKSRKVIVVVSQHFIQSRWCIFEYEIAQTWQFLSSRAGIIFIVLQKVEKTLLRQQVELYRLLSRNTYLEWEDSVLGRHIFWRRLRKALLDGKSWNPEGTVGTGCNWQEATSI
# Target sequence (Q99836 whole entry, looked up): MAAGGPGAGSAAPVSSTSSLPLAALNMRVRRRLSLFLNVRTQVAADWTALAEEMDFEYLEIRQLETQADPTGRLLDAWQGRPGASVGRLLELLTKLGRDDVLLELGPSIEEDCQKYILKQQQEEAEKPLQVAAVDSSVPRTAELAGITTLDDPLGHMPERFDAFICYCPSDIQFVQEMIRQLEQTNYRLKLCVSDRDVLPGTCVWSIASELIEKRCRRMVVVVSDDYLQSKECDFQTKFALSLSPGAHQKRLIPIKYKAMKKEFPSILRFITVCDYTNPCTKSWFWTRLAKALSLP
# Hsp70 act: transcriptional activators of Hsp70 | HeLa Hsp70 promoter luciferase reporter, luminescence; scaled: vehicle 0, proteasome-inhibitor control 100% | activation, % at 10 µM | 200,000 tested, 0.04% active | AID 1203;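 active = activation above the mean across all tested compounds plus 3 SD, cutoff set per campaign, cut at about 5.5% in these data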;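 also: 100% = MG132 at 30 µM as the positive control and 0% = DMSO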
# NF-kB expr up: compounds increasing NF-kB expression in human neuronal cells | NF-kB reporter expression; hits give high values | fold change at 12.5 µM | 190,000 tested, 1.6% active; in the data active = fold change above about 3.3
# Redox H2O2 prof: compounds producing H2O2 with reducing agent – biochemical, NIH compound library profiling, artefact control for MLSCN library redox annotation, primary screen; activation, % at 10 µM; DTT-dependent redox cycling H2O2, phenol red/HRP absorbance; 100% = 100 µM peroxide control, 0% = buffer; 200,000 tested, 0.03% active; AID 878;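 active = activation of at least 50% relative to the plate's high and low controls in the primary single-dose screen; inactive = activation below 50%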;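 also: compound incubated with DTT at 0.8 mM final as the reducing agent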
# STAT1 activator: activators of IFN-gamma induced STAT1 signaling; activation (% of control), % at 5.5 µM; NIH 3T3 STAT1-luciferase reporter, luminescence; 100% = IFN-gamma alone, no compound; 200,000 tested, 2.6% active;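 active = activation above the screen-wide mean activation plus 3 SD, cut at about 130% in these data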;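 also: raw ratio to IFN-gamma control signal so 100% means no change and 0% no light; values of inactives mirror those of a sister screen read the other way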
# STAT3 act: STAT3 signaling activation; activation (% of control), % at 5.6 µM; U3A cells, IL-6 STAT3-luciferase reporter, luminescence; 100% = signal with IL-6 EC80 alone; 190,000 tested, 0.91% active;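 active = activation above the screen-wide mean of compound activation plus 3 SD, cut at about 130% in these data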;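 also: 0% = background luminescence of wells with medium and substrate only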
#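 Material: STAT3-luciferase reporter U3A cells; Probe or stimulus: IL-6 (33 ng/mL); Incubation: compound pre-incubation 1 h before IL-6, then 6 h stimulation at 37 °C; Technique: luminescence from STAT3-driven luciferase reporter; Evaluation: % activation versus median of IL-6-stimulated wells; Controls: IL-6-only high control.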
# APP 5'UTR act: APP 5'UTR luciferase reporter activation; AID 1276; activation, % at 2 µM; SH-SY5Y APP 5'UTR luciferase reporter, luminescence; zero percent = DMSO vehicle wells; 190,000 tested, 1% active;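 active = activation above a set limit, based on mean plus 3 SD of controls, cut at about 140% in these data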; also: values of inactives mirror those of a sister screen read the other way
# Efa HMGR inh: E. faecalis class II HMG-CoA reductase inhibition | purified E. faecalis HMGR, NADPH absorbance 340 nm kinetic | inhibition, % at 10 µM | 190,000 tested, 0.41% active | AID 1066;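 active = inhibition above a set limit, the median over all tested compounds plus 3 SD, cut at about 9.5% in these data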;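 also: enzyme runs in reverse so mevalonate oxidation gives rising NADPH absorbance; 0% = complete reaction with DMSO and 100% = background rate lacking mevalonate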
# Starred values were filed as active, the others as inactive; nt = not tested or not shown.
Compound	STAT1 blocker	STAT3 inh	TLR4 MyD88 comp	Hsp70 act	NF-kB expr up	Redox H2O2 prof	STAT1 activator	STAT3 act	APP 5'UTR act	Efa HMGR inh
Cn1c(=O)[nH]c(=O)c2c1nc(N1CCCCC1)n2CCOc1ccccc1	5.3	-3.3	1.6	-0.3	0.82	0.4	95.2	107.5	0.1	-0.4
N/C(=N\OC(=O)Cc1ccccc1)c1ccccc1Cl	-51.1	1.4	7.4	0.0	1.64	-1.0	147.4*	100.5	48.2	-1.8
COc1ccc(-c2cc3nc[nH]c(=O)c3s2)cc1	-18.9	33.0	4.3	0.8	2.54	0.2	117.2	75.8	29.1	-0.8
CCCCN(C(=N)N1CCCCC1)c1nc(C)c([N+](=O)[O-])c(=O)[nH]1	10.1	0.6	-6.0	-0.3	0.9	0.4	90.8	102.6	-2.1	-3.4
O=C(COC(=O)c1ccc(F)cc1F)NC1CC1	-0.9	-0.7	0.1	-0.2	1.32	0.5	102.5	104.9	-4.3	-0.6
CCc1ccc(N(C(=O)Cc2cccs2)C(C(=O)NC2CCCCC2)c2cn(C)nc2C)cc1 (stereo not drawn)	5.0	-8.4	-15.0	-0.2	0.8	1.6	95.5	114.4	-11.7	-2.2
COc1ccc(NC(=S)N/C(=N/CS(=O)(=O)c2ccccc2)c2ccccc2)cc1	-28.8	19.7	-6.8	0.4	2.15	2.4	122.5	85.2	47.4	-1.3
N#Cc1ccccc1NCc1ccccc1	-5.4	6.7	7.0	0.8	1.33	0.9	108.2	95.6	-13.7	-1.5
O=C(CSc1nc2ccccc2[nH]1)NCc1ccc(F)cc1	-8.7	-0.8	-7.4	0.3	1.08	0.2	104.8	104.7	0.8	-6.8
COc1ccccc1NS(=O)(=O)c1cccc(C(=O)N/N=C(\C)c2ccc3c(c2)OCCO3)c1	1.0	1.1	4.5	-0.2	1.1	-0.9	99.1	101.1	5.7	1.1
Cn1cccc1Cc1nnc(SCC(=O)Nc2ccccc2F)n1-c1ccc(F)cc1	-6.0	12.8	-6.4	-0.3	1.07	-0.4	105.4	93.7	-9.4	-3.0
COc1c(F)c(F)c(C(=O)Nc2ccccc2N2CCN(C(=O)C(C)C)CC2)c(F)c1F	7.0	-30.2	-1.3	-0.1	0.88	0.5	94.2	128.2	17.7	-6.0
COc1ccc(CCN(C(=O)c2cccc(F)c2)C2CC(=O)N(c3ccccc3)C2=O)cc1 (stereo not drawn)	-2.0	3.6	-6.5	-0.1	0.88	0.5	101.8	98.9	-0.6	-3.6
Cc1ccc(CSc2nnc(SCC(=O)N/N=C/c3c(C)nn(-c4ccccc4)c3C)s2)cc1	-25.1	-11.4	7.4	-0.3	1.35	0.2	122.5	110.2	31.9	-3.9
CCN(CC)S(=O)(=O)c1ccc(NC(=O)COc2nc3ccccc3nc2N2CCOCC2)cc1	11.2	-14.5	-5.0	-0.2	1.12	-0.4	91.5	109.4	-0.5	-2.5
CCCCC(=O)Nc1nc2c(OC)ccc(OC)c2s1	3.4	25.7	0.5	0.2	1.14	-0.4	96.9	85.3	nt	-6.0
CCN1C(=O)/C(=C/c2ccc(C)s2)SC1=Nc1ccc(OC)cc1	-3.6	-10.9	-10.9	0.1	0.94	-8.5	103.3	116.8	9.5	-3.5
CC1(C)CC(=O)C(C(c2cccnc2)C2C(=O)CC(C)(C)CC2=O)C(=O)C1	-11.2	5.1	4.2	-0.1	0.95	0.0	110.2	100.3	9.4	-3.8
COCCCNC(=O)c1cc(C(=O)c2c(-c3c(Cl)cccc3Cl)noc2C)c[nH]1	9.9	11.4	-12.9	-0.3	1.18	1.0	91.1	95.9	1.7	1.1
CCOC(=O)c1cc(-c2ccccc2)sc1NC(=O)c1ccc(OC)c(OC)c1	-6.3	-2.8	6.5	-0.3	0.83	0.4	105.8	102.0	-0.3	5.4

# Entries of single compounds, looked up by structure. Order of values: STAT1 blocker, STAT3 inh, TLR4 MyD88 comp, Hsp70 act, NF-kB expr up, Redox H2O2 prof, STAT1 activator, STAT3 act, APP 5'UTR act, Efa HMGR inh
# `Cn1cccc1Cc1nnc(SCC(=O)Nc2ccccc2F)n1-c1ccc(F)cc1` in the list: -6.0, 12.8, -6.4, -0.3, 1.07, -0.4, 105.4, 93.7, -9.4, -3.0
# `COc1c(F)c(F)c(C(=O)Nc2ccccc2N2CCN(C(=O)C(C)C)CC2)c(F)c1F` in the list: 7.0, -30.2, -1.3, -0.1, 0.88, 0.5, 94.2, 128.2, 17.7, -6.0
# `CCc1ccc(N(C(=O)Cc2cccs2)C(C(=O)NC2CCCCC2)c2cn(C)nc2C)cc1` (stereo not drawn) in the list: 5.0, -8.4, -15.0, -0.2, 0.8, 1.6, 95.5, 114.4, -11.7, -2.2
# `COc1ccc(-c2cc3nc[nH]c(=O)c3s2)cc1` in the list: -18.9, 33.0, 4.3, 0.8, 2.54, 0.2, 117.2, 75.8, 29.1, -0.8

# (cont.)
Compound	STAT1 blocker	STAT3 inh	TLR4 MyD88 comp	Hsp70 act	NF-kB expr up	Redox H2O2 prof	STAT1 activator	STAT3 act	APP 5'UTR act	Efa HMGR inh
Clc1ccc(CSc2nnc(Cn3cnc4ccccc43)o2)cc1	12.2	63.3*	-9.8	-0.4	0.82	0.7	101.6	48.2	4.8	-2.2
Cc1ccc(S(=O)(=O)N(C)C)cc1NC(=S)NC12CC3CC(CC(C3)C1)C2	8.2	6.9	-17.2	-0.4	1.1	-0.2	92.5	90.9	2.1	-0.3
O=C(N/N=C/c1ccccc1Cl)c1ccc(F)cc1	-42.6	24.4	-15.6	-0.2	2.79	-4.0	138.5*	83.7	75.6	1.4
CC1CCCC(NC(=O)COC(=O)c2cccc(NS(=O)(=O)/C=C/c3ccccc3)c2)C1C (stereo not drawn)	-6.4	-10.5	-8.3	0.1	1.11	0.4	105.7	108.9	-2.1	-3.7
O=C(NCCc1ccc(Cl)cc1)C1CCN(S(=O)(=O)c2ccc(-n3cnnn3)cc2)CC1	3.6	-0.1	-18.7	-0.4	1	0.1	96.7	103.3	5.8	-2.9
Cc1cc(C)c(N=C2CCCN2Cc2ccccc2)c(C#N)c1	-0.5	8.5	7.7	-0.3	1.23	1.6	103.4	94.1	5.9	-0.3
COc1cc2c(cc1NC(=O)CN1CCN(S(=O)(=O)c3ccccc3F)CC1)oc1ccccc12	-0.3	28.2	1.6	-0.3	1.21	0.5	100.3	76.4	7.5	-2.2
Cc1cc(=O)[nH]c(SCC(=O)Nc2nc3ccccc3s2)n1	-14.8	-16.8	-5.5	0.2	1.1	0.2	110.3	118.3	21.3	1.9
C[C@@H]1C[C@H]2[C@@H]3CCC4=CC(=O)C=C[C@]4(C)[C@@]3(F)[C@@H](O)C[C@]2(C)[C@@]1(O)C(=O)COP(=O)(O)O	-16.9	20.0	5.6	-0.3	0.41	-0.7	115.4	84.4	56.4	-3.9
Cc1sc2nc(CSCC(=O)Nc3ccc(OC(F)F)cc3)[nH]c(=O)c2c1C	1.4	-8.4	-4.5	-0.3	1.21	-1.0	99.3	107.3	-0.4	-11.4
O=C(Nc1cccc(S(=O)(=O)C(F)F)c1)c1ccc(S(=O)(=O)N2CCOCC2)cc1	7.3	10.3	-9.6	0.0	0.73	0.0	93.1	94.0	-3.4	0.9
Cc1ccc2oc(=O)c3cc(C(=O)Nc4cc(-c5cccc(F)c5)no4)sc3c2c1	12.5	-2.3	-8.3	-0.3	1.05	0.4	88.6	101.9	34.9	-0.1
CCCN1CCN(CCCNC(=O)c2cc3c(=O)n(C)c4ccccc4c3n2C)CC1	10.1	16.3	-1.6	-0.3	1.72	-3.0	90.8	93.3	-8.7	2.4
O=C(CN1CCN(Cc2ccccc2)CC1)Nc1ccc(S(=O)(=O)N2CCOCC2)cc1	2.8	2.0	-3.6	-0.3	1.02	0.1	97.5	100.6	13.6	-1.9
Cc1ccccc1-c1nnc(SCc2ccccc2)o1	-34.7	2.4	4.7	0.1	2.87	-0.9	132.1*	101.5	43.9	-1.7
Cc1ccc(OCC(=O)N2CCN(S(=O)(=O)c3ccccc3)CC2)c([N+](=O)[O-])n1	3.1	1.5	6.1	-0.4	0.98	-0.3	97.2	99.4	-4.7	-2.7
CC(=O)OCC1OC(n2ccc(=O)[nH]c2=O)C(O)C1O (stereo not drawn)	0.3	2.0	-0.3	-0.4	1.26	0.3	99.7	102.8	6.0	-1.1
CC(C)NC(=O)Cn1c(SCC(=O)N2CCc3ccccc3C2)nc2ccccc21	16.4	-1.6	-10.7	0.0	0.85	-0.6	85.2	107.0	-1.1	1.8
O=C(CCC1CCCN(C(=O)Cc2ccc(F)cc2)C1)N1CCN(c2ccccn2)CC1 (stereo not drawn)	4.5	11.8	2.8	-0.1	0.98	0.5	95.1	99.5	10.5	0.6
CN(Cc1nccn1C)C(=O)c1cc(COc2ccc3ncccc3c2)on1	14.1	21.5	0.8	-0.4	0.85	-0.5	85.6	85.0	6.1	-1.2
Cc1ccccc1-c1oc(C)c(C)[n+]1[O-]	0.4	6.8	0.1	-0.4	1.05	-1.2	97.9	96.1	-13.3	15.3*
COc1cc(C)nc(OCCNS(=O)(=O)c2cc(C)ccc2C)n1	0.5	3.1	-6.4	-0.1	1.07	2.2	99.6	104.0	-1.2	-3.4
CCc1ccccc1NC(=O)c1cc2ncc(Br)cn2n1	-13.8	-1.3	2.4	-0.2	1.24	1.1	112.9	101.2	nt	-6.4
Cn1c(SCC(=O)NCc2ccco2)nnc1-c1cccs1	-7.3	10.7	10.2	-0.3	1.23	1.0	106.8	94.1	5.9	0.2
c1ccc(CNCc2ccc3c(c2)OCO3)nc1	-0.3	4.6	-10.7	0.0	1.01	0.4	100.3	98.8	-8.4	1.3
Cc1ccc(NC(=S)NC(NC(=O)c2ccccc2C)C(Cl)(Cl)Cl)c(C)c1 (stereo not drawn)	-1.1	5.1	-4.7	-0.2	0.92	3.2	101.0	100.8	2.5	-1.5
Cc1ccc(S(=O)(=O)N2Cc3ccccc3CC2C(=O)Nc2cc(C)on2)cc1 (stereo not drawn)	7.5	9.7	-2.4	-0.2	1.45	1.7	93.2	96.9	19.1	-3.0
COc1ccc(-c2nn(-c3ccccc3)cc2/C=C/C(=O)N2CCN(c3ccccn3)CC2)cc1	-11.8	6.6	-1.8	-0.4	1.14	0.4	109.8	95.8	1.9	-1.0
O=C(COC(=O)c1cc(-c2ccc(F)cc2)nc2ccccc12)NCC1CCCO1 (stereo not drawn)	1.6	20.0	2.3	-0.4	0.94	-0.2	98.3	86.5	18.4	-7.9
N#C/C(=C\c1cc2ccccc2nc1N1CCCCC1)C(N)=O	-6.4	-4.9	2.9	-0.5	1.09	0.7	105.7	106.2	-17.2	-0.8

# No enrichment for hits; 5.6% or so of the library scored in one or more.
